# KDM5B inh: inhibitors of human KDM5B histone demethylase | Q9UGL1 | KDM5B demethylase, FDH-coupled NADH fluorescence (FDH is formaldehyde dehydrogenase) | Potency, µM (doses to about 57.7 µM), inactives show at the highest dose activity change, negative = inhibition, most hits filed as inhibitors | actives 2.6% (n = 220,000) | AID 1347165; active = well fitted inhibition curve with a large enough effect; inconclusive = small, poorly fitted or top-dose-only effect; inactive = no such curve, though single readings can be large or run the other way; also: 0% is about no effect; nearly all actives have a fitted effect of over 70% in size
#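 Coupled FDH/NAD⁺ fluorescence readout. KDM5BΔAP 200 nM final; compound titration, 10 min RT preincubation; substrate mix 12.5 µM H3K4me3, 25 µM 2-OG, 50 µM Fe(II), 100 µM ascorbate, 0.25 mM NAD⁺, 0.25 U/mL FDH; ΔRFU over 30 min.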
# * = called active by the depositor; i = inactive; ? = inconclusive; [ ] = remark or other dose. Potency is read from the fitted curve at half-maximal effect. Only part of the results is shown; the hit share may differ from the screen's.
mol,KDM5B inh
CCC1CCCCN1C(=O)CSc1n[nH]c(-c2ccccc2Cl)n1 (stereo not drawn),-27%
CSc1ccccc1C(=O)Nc1ccc(F)c(F)c1,21%
Cc1nc2sc(C(=O)N(C)Cc3ccccc3)c(NC(=O)c3ccccc3)c2c(C)c1Cl,1%
Cc1ccc(NC(=O)c2nn(C)c(=O)c3ccccc23)c(O)c1,20%
COc1ccc(-c2ccc3nnc(CNC(=O)c4ccco4)n3n2)cc1,32µM*
COc1cc(OC)c(NC(=O)CSCc2cc(=O)n3cc(C)ccc3n2)cc1Cl,3%
O=C(Cn1cnc2sccc2c1=O)N1N=C(c2ccco2)CC1c1ccco1 (stereo not drawn),-9%
O=C(CSc1nc2c([nH]c3ccccc32)c(=O)n1-c1ccc(Cl)cc1)N1CCCCCC1,-3%
Cc1nc2cc(N3CCCC(C(=O)NCc4ccc(N(C)C)cc4)C3)cnc2nc1C (stereo not drawn),8%
COc1ccc(CC(=O)NCCc2csc(-c3ccc(Cl)cc3)n2)cc1,?
COc1cccc(CCC(=O)N2CCC(c3noc(-c4cnccn4)n3)C2)c1 (stereo not drawn),25%
O=C(CN1CCN(S(=O)(=O)Cc2ccccc2)CC1)Nc1cccc(F)c1,-18%
CC(C)NC(=O)c1ccccc1-c1ncc(-c2ccccc2)o1,i
CSCC(=O)N1C[C@@H](NC(=O)NC(C)C)C[C@H]1C(=O)N[C@@H](Cc1cccs1)C(N)=O,10%
CCNC(=O)CN1CCN(c2nccc(C3CCCC3)n2)CC1,8%
c1coc(-c2nc3n(n2)C2(CCCCC2)[C@@H]2CCCC[C@@H]2N3)c1,-18%
CC1(C)CC(CCN2CCC(Cc3ccccc3)CC2)(c2cccc(C(F)(F)F)c2)CCO1 (stereo not drawn),?
CC(C)Oc1ccc(/C=C(/C#N)c2nc3ccccc3[nH]2)cc1Br,32%
Cc1ncsc1CN1CCCCCNC(=O)[C@@H]2CCC[C@@H]21,?
CS(=O)(=O)NCC(=O)O,3%
C(#Cc1ccc(C#CC[N+]2(Cc3ccccc3)CCCCC2)cc1)C[N+]1(Cc2ccccc2)CCCCC1,24%
CC(C)C[C@@H](NC(=O)C1=C[C@@H](NC(=O)NC2CCCCC2)[C@@H](O)[C@H](O)C1)C(N)=O,?
CCC1CN(C(=O)C2CCN(S(=O)(=O)c3c(C)noc3/C=C/c3ccccc3F)CC2)c2cc(Cl)ccc2O1 (stereo not drawn),?
O=c1[nH]c(-n2cccc2)c(-c2c(-c3ccc(Cl)cc3)[nH]c3[nH]c(=O)[nH]c(=O)c23)c(=O)[nH]1,2%
CCCC(C)c1c(-c2ccccc2)ncn1CCNC(C)=O (stereo not drawn),8%

# An excerpt from above in order of the KDM5B inh value, highest first.
mol,KDM5B inh
CSc1ccccc1C(=O)Nc1ccc(F)c(F)c1,21%
Cc1nc2cc(N3CCCC(C(=O)NCc4ccc(N(C)C)cc4)C3)cnc2nc1C (stereo not drawn),8%
COc1cc(OC)c(NC(=O)CSCc2cc(=O)n3cc(C)ccc3n2)cc1Cl,3%
Cc1nc2sc(C(=O)N(C)Cc3ccccc3)c(NC(=O)c3ccccc3)c2c(C)c1Cl,1%
O=C(CSc1nc2c([nH]c3ccccc32)c(=O)n1-c1ccc(Cl)cc1)N1CCCCCC1,-3%
c1coc(-c2nc3n(n2)C2(CCCCC2)[C@@H]2CCCC[C@@H]2N3)c1,-18%

# More records.
mol,KDM5B inh
CC(=O)NC(Nc1ccccc1F)C(=O)c1ccccc1 (stereo not drawn),0%
CCc1ccc(CN2CCOCC(CO)C2)nc1 (stereo not drawn),?
CN(Cc1ccccc1)C(=O)c1cccc(Nc2cc(-c3ccccc3)ncn2)c1,?
CCCc1nnc(NC(=O)CCC(=O)N2CCN(c3nc(C)cc(C)n3)CC2)s1,?
COc1ccc(CC(=O)N2CCn3c(nn(-c4ccc(C)cc4)c3=O)C2)cc1,-24%
CCOC(=O)COc1ccc([N+](=O)[O-])cc1-c1ccnc2cc(-c3ccc(Cl)cc3)nn12,-21%
Cc1ccc(C(CNC(=O)c2cc(-c3ccc4c(c3)CCCC4)on2)N2CCN(C)CC2)o1 (stereo not drawn),4%
Cc1nc(C(=O)N2CC[C@H](NC(=O)c3cnccn3)C[C@H]2C(=O)N[C@@H](Cc2cccs2)C(N)=O)cs1,19%
COCCNC(=O)c1ccc2nnc(-c3cncc(Cl)c3)n2c1,100µM*
CCCCNc1sc(S(=O)(=O)CC)nc1S(=O)(=O)c1ccc(C)cc1,-15%
CCOc1ccc(CCNCc2c(C(=O)O)n(Cc3ccc(C)cc3)c3cc(OC)ccc23)cc1,-29%
CN(C)Cc1cc(C[C@@H]2C[C@H](NC(=O)C3CCCC3)C2(C)C)no1,-16%[86.2 µM]
O=C(/C=C/c1ccc(F)cc1)c1cccc(O)c1,?
Cc1c(-c2ccccc2)c(=O)oc2cc(OC(=O)c3ccco3)ccc12,58%[activator]
N#CC1=C(N)OC2=C(C(=O)CC(c3ccccc3)C2)C1c1ccccc1C(F)(F)F (stereo not drawn),-18%
CC(=O)c1cccc(NC(=O)COc2c(C)[nH]ccc2=O)c1,6%
O=C(c1ccco1)N1CCN(Cc2ccccc2Br)CC1,?
CSc1cccc(Nc2nc(N)c(C(=O)c3ccccc3Cl)s2)c1,-7%
CCN(CC)C[C@H]1O[C@H](Cc2cc(-c3ccccc3)on2)CC[C@@H]1O,2%[86.2 µM]
Cc1ccc(C(=O)N/C(=C\c2cccs2)C(=O)NCCCN2CCOCC2)cc1,-16%
CC(C)NC(=O)C1COC2(CCCCC2)N1C(=O)Cc1ccccc1 (stereo not drawn),-15%
CC(=O)Nc1ccc(C(=O)NC2CCC3CCCCC3C2)s1 (stereo not drawn),11%
S=C(NC1CCCCC1)NC1CC2C=CC1C2 (stereo not drawn),14%
Cc1cc2c(cc1S(=O)(=O)NCc1ccccc1)OCC(=O)N2,0%
CCCCc1cc(=O)oc2c(C)c(OC(C)C(=O)NCc3ccccn3)ccc12 (stereo not drawn),?
CS(=O)(=O)N(C1CC1)C1CCOC2(CCN(C(=O)c3cc(F)ccc3F)CC2)C1 (stereo not drawn),26%
CC(C)CCN1CCCC2(C1)NC(=O)c1ccccc1O2 (stereo not drawn),-22%[86.2 µM]
Cc1c(C(c2cccs2)c2c(C)n(C)n(-c3ccccc3)c2=O)c(=O)n(-c2ccccc2)n1C,0%
COc1ccc2cc(/C=C/C(=O)c3cccs3)ccc2c1,?
Cc1ccc(-c2nc(C3CC(=O)N(c4ccc(F)cc4)C3)no2)c(C)c1 (stereo not drawn),11%
CC1(C)C2CCC1(C)C(OC(=O)C[n+]1ccccc1N)C2 (stereo not drawn),-14%
COc1ccc(NS(=O)(=O)c2ccc(N3CCOCC3)c(NC(=O)c3ccccc3Br)c2)cc1,-6%
CN(C(=O)Cn1c(=O)n(Cc2ccc(C(=O)NCc3ccc4c(c3)OCO4)cc2)c(=O)c2ccccc21)c1ccccc1,?
c1cc2cc(CNC3CC3)ccc2[nH]1,7%
CCC(CC)NC(=O)c1ccc(C(C)(C)C)cc1,-4%
CCN(C(=O)CSc1nnc(-c2ccoc2C)o1)c1ccccc1,14%
CCCOc1ccc(/C(O)=C2/C(=O)C(=O)N(CCCn3ccnc3)C2c2ccc(C)o2)cc1 (stereo not drawn),-16%
CN1CC(=O)N(c2ccccc2F)Cc2c1ncnc2N1CCC(c2ccccc2)CC1,-27%
COc1ccc(CNC(=O)Cn2ccc3cc(S(=O)(=O)N4CCCCC4)ccc32)cc1OC,?
COc1ccc(-c2nc(CCNC(=O)Cc3ccc(F)cc3)cs2)cc1,?
O=C(Nc1ccc(Cl)cc1)c1ccc(-c2ccccn2)s1,?
CNC(=O)N1CCC(C2CCN(C(=O)c3cccc(C#N)c3)C2)CC1 (stereo not drawn),-12%
Cc1ccccc1C(=O)N[C@H]1[C@H](O)[C@H](O)C[C@@H]1c1ccccc1C,24%[86.2 µM]
Cn1cc(C(=O)N/N=C/c2cccc([N+](=O)[O-])c2)c2ccccc21,0%
O=C1/C(=C/c2ccc(-c3ccccc3)cc2)CCc2ccccc21,27%
COc1ccc(C(=O)NCCc2ncc(C)n2C2CCC2)c(OC)n1,-23%
O=C(Sc1ccccc1)c1cccc(Cn2cc(C(F)(F)F)ccc2=O)c1,10%
COCC1CN(C(=O)COc2ccccc2)CC12CCNCC2 (stereo not drawn),?
O=C(NCc1cccc(Cl)c1)C(=O)Nc1cccc2[nH]ccc12,-7%
COCC[C@]1(O)CCN(C(=O)CSc2ccccc2)C[C@H]1C,34%[activator]

# Next section
mol,KDM5B inh
CC(C)c1nc2nccc(-c3ccco3)n2n1,?
O=C1NCc2ccccc2CC12CCN(Cc1ccc(CO)o1)C2 (stereo not drawn),-25%[149 µM]
O=C(O)C1(CCc2ccccc2)CCCN(c2ncnc3nc[nH]c23)C1 (stereo not drawn),?
NC(=O)[C@@H]1CN(C2CCSCC2)C[C@H]1COc1ccccc1,17%
CCOc1ccc2c(c1)C(C)=CC(C)(C)N2S(=O)(=O)c1ccc(Br)cc1,6%
CCNC(=O)CC1C(=O)N(c2ccccc2)C(=O)N1Cc1ccc(F)cc1 (stereo not drawn),-12%
O=C(Nc1ccc(-c2cnco2)cc1)c1ccccc1,?
Cc1cc(-c2ccccc2)n2ncnc2n1,?
Cc1cccc(NC(=O)c2nc(-c3ccccc3)oc2C)n1,?
COc1ccc(C(=O)N2CCCC(Cc3noc(-c4cnccn4)n3)C2)cc1 (stereo not drawn),-27%
COC(=O)C1=C(C(=O)c2ccccc2)C(c2ccccc2)n2nnnc2N1 (stereo not drawn),-8%
O=C(CCc1cc2ccccc2[nH]c1=O)NCCCN1CCCC1=O,-23%
Cc1nc(C)c(C)c(N2CCCC(c3nccn3Cc3ccccc3)C2)n1 (stereo not drawn),20%
N#Cc1cccc(NC(=O)CN2C(=O)NC3(CCCCCC3)C2=O)c1,34%
CC(=O)c1cc(C)c(C)cc1O,19%
CCC(C)(C)C(=O)NC1CCN(c2cnn(CC3CC3)c(=O)c2)CC1,-15%
COc1cc(OC)c(OC)cc1/C=C1/Cc2ccccc2C1=O,?
CCOc1ccc2nc(NC(=O)C34CC5CC(CC(NC(C)=O)(C5)C3)C4)sc2c1,52%[activator]
Cc1cc(C(F)(F)F)nc(CCNC(=O)C2NCCc3[nH]cnc32)n1 (stereo not drawn),-32%
CCc1nc(-c2c3n(c(=O)n(Cc4cccc(Br)c4)c2=O)CCCC3)no1,16%
COc1cccc(CCNC(=O)Cn2c(-c3cccs3)cc3ccccc32)c1,?
O=C(CCCc1ccccc1)N1CCC2(CC1)CC(O)CCO2 (stereo not drawn),-20%
Cc1ccc(-c2cnc(CCC(=O)Nc3ccc(C)c(F)c3)o2)cc1C,-8%
COc1ccc(Cl)cc1NC(=O)CCc1c(C)nc2c(c1C)c(=O)n(C)c(=O)n2C,-7%
O=C(NCc1cccc(F)c1)c1ccc2nc(CCc3ccccc3)oc2c1,-10%

# Sorted by length of the SMILES (highest first): some entries from above.
mol,KDM5B inh
COC(=O)C1=C(C(=O)c2ccccc2)C(c2ccccc2)n2nnnc2N1 (stereo not drawn),-8%
CCC(C)(C)C(=O)NC1CCN(c2cnn(CC3CC3)c(=O)c2)CC1,-15%
NC(=O)[C@@H]1CN(C2CCSCC2)C[C@H]1COc1ccccc1,17%
O=C1NCc2ccccc2CC12CCN(Cc1ccc(CO)o1)C2 (stereo not drawn),-25%[149 µM]

# (more compounds)
mol,KDM5B inh
CCOCc1nnc(NC(=O)c2c(-c3ccccc3)noc2C)s1,-7%
COc1cc2nc(SCc3ccc(C)cc3)n3nc(CCn4nc(C)cc4C)nc3c2cc1OC,-4%
Cc1nnsc1-c1c(C(=O)Oc2ccccc2)c(C)nn1-c1ccccc1,1%
CNS(=O)(=O)c1cn(CC(=O)Nc2ccc(OC)c(Cl)c2)cc1S(=O)(=O)NC,?
Cc1ccc(S(=O)(=O)n2nc(C)c(S(=O)(=O)N3CCCCCC3)c2C)cc1C,?
O=C(C(Sc1nnc(-c2cccnc2)n1-c1ccccc1)c1ccccc1)N1CCCC1 (stereo not drawn),3%
Cc1ccc2[nH]cc(C(C(=O)O)N3CCN(c4ccc(Cl)c(Cl)c4)CC3)c2c1 (stereo not drawn),5%
Cc1ccc(C)c(NC(=O)CSc2ncc3c(n2)-c2ccc(Cl)cc2N(C)S3(=O)=O)c1,20%
COCCn1c(-n2nc(C)cc2C)nc2c1c(=O)n(Cc1cccc(Cl)c1)c(=O)n2C,13%
CN(C)C(=O)c1cccnc1OC1CCN(CCc2ccccc2)CC1,-9%
O=C1NCCN1C1CCN(S(=O)(=O)c2cccs2)CC1,23%[149 µM]
Cc1cc(F)ccc1S(=O)(=O)Nc1ccc2oc3c(c2c1)CC(C)CC3 (stereo not drawn),-28%
CN(C)C(=O)c1ccc(OC2CCN(C(=O)c3cccs3)CC2)nc1,-18%
CCn1cc(C(=O)NCCOc2ccc(OC)cc2)c2ccccc21,14%
COc1ccc(OC)c(-c2nnc3n(Cc4ccc(C)cc4)c(=O)c4ccccc4n23)c1,?
CSc1nc2n(n1)C(c1ccc(O)cc1)C1=C(CC(C)(C)CC1=O)N2 (stereo not drawn),?

# From PubChem
